# Screening results from PubChem BioAssay.
# KDM5B inhibitor: inhibitors of human KDM5B histone demethylase | 220,000 tested, 2.6% active | AID 1347165 | Q9UGL1 | KDM5B demethylase, FDH-coupled NADH fluorescence (FDH is formaldehyde dehydrogenase) | Potency, µM (top dose mostly 57.7 µM), without a hit: at the top dose activity change, negative = inhibition, most hits filed as inhibitors; active = well fitted inhibition curve with a large enough effect; inconclusive = small, poorly fitted or top-dose-only effect; inactive = no such curve, though single readings can be large or run the other way; also: 0% is about no effect; nearly all actives have a fitted effect of over 70% in size
# Target sequence (Q9UGL1 whole entry, looked up): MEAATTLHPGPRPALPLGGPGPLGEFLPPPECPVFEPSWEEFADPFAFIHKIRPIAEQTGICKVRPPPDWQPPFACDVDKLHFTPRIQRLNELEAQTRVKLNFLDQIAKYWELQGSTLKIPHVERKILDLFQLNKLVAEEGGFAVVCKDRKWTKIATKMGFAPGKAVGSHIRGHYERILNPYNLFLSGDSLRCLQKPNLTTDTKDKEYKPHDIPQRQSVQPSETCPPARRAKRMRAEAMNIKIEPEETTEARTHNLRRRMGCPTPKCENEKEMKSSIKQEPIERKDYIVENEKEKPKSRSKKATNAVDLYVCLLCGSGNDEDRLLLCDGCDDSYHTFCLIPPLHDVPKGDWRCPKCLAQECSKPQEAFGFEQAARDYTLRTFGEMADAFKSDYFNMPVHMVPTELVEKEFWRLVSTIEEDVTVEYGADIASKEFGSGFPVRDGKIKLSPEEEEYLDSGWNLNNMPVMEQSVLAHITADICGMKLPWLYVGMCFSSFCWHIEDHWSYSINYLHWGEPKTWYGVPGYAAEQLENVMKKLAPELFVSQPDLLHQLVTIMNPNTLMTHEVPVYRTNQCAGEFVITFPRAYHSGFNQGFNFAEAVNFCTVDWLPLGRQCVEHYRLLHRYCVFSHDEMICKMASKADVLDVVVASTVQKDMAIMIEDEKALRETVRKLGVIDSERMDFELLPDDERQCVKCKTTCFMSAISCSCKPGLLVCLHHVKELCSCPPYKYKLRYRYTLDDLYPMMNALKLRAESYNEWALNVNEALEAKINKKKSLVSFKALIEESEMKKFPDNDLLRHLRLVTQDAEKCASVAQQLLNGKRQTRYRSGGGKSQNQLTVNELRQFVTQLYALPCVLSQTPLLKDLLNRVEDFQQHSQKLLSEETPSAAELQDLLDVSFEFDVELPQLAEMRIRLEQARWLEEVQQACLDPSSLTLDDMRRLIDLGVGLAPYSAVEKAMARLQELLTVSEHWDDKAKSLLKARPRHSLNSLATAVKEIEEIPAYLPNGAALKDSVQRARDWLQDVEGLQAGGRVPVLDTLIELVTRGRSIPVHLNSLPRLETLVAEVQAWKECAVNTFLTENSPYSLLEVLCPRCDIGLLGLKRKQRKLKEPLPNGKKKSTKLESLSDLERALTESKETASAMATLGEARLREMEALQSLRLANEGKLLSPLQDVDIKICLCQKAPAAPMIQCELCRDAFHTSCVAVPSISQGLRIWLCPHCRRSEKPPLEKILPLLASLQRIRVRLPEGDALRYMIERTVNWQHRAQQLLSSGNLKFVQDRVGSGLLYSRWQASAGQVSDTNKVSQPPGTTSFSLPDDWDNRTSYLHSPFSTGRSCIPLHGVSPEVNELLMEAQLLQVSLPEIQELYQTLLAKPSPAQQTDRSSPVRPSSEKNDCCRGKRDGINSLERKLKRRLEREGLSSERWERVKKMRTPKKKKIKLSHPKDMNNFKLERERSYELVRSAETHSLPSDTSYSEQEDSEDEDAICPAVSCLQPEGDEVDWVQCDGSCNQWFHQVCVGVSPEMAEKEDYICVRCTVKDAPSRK
#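 Measured: NADH fluorescence change, 30 min, RT. System: KDM5BΔAP 200 nM final, H3K4me3 peptide, α-KG, Fe(II), ascorbate, NAD⁺ plus FDH, pH 7.5 HEPES. Compounds: titrated, 10 min pre-incubation with enzyme.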
# An asterisk follows results filed as active; ? = inconclusive; [ ] = remark or other dose. Potency is read from the fitted curve at half-maximal effect.
KDM5B inhibitor	canonical_smiles
4%	N#Cc1ccccc1CSCCNC(=O)NCc1ccc(CN2CCCC2)cc1
10%	O=C(OCC(=O)N1CCCC1)c1c[nH]c2ccccc12
-13%	COc1cccc(C(=O)N2CCC(c3nn(-c4ccc(F)cc4)c(=O)[nH]3)CC2)c1
?	Cc1ccc(NC(=O)Cn2ccn3nc(-c4ccccc4)c(CO)c3c2=O)cc1C
-14%	Cn1cc(C#N)cc1-c1nc(COc2ccccc2)nn1CC(F)(F)F
-6%	CCN(CC)S(=O)(=O)c1ccc(NS(=O)(=O)c2ccccc2C#N)cc1
-33%	Cc1ccc(C)c(C(=O)NC2CCCN(c3cc(-c4ccccc4)[nH]n3)C2)c1 (stereo not given)
45%[activator]	CCOc1ccc(NC(=O)C2Cc3ccccc3N2C(=O)c2ccccc2)cc1 (stereo not given)
6%	COc1cc(CCC(=O)NCc2ccc3c(c2)OCO3)cc(OC)c1OC
-12%	CCOc1cc(=O)n2c(c1C(=O)Nc1cc(F)ccc1C)CCCC2
-7%[86.2 µM]	Fc1cc(Nc2cnc3ccc(-n4ccnc4)nn23)cc(N2CCOCC2)c1
-8%[86.2 µM]	CC(C)CN1CCN(c2cc(Cl)ncn2)C(=O)C1
7%	O=C(NCc1ccccc1)C1CCCN(S(=O)(=O)c2ccc(F)cc2)C1 (stereo not given)
-2%	Cn1c(=O)c2c(nc(N3CCN(C/C=C/c4ccccc4)CC3)n2Cc2ccccc2)n(C)c1=O
18%[86.2 µM]	CS(=O)(=O)Nc1ccc([C@H]2OCC(=O)N(Cc3ccc(F)cc3)[C@@H]2CO)cc1
-3%	O=C(CCS(=O)(=O)c1cc(Br)cc2c1N(C(=O)C1CC1)CC2)Nc1ccc(F)cc1
42%[activator]	COCCN1CC2(CCCN(C(=O)c3ccccc3-n3cncn3)C2)CCC1=O (stereo not given)
-8%[86.2 µM]	Cn1ccnc1CN1C(=O)CO[C@H]2CN(C(=O)NCc3ccccc3)C[C@H]21
-19%	COc1cccc(NC(=O)N[C@H]2[C@H](O)[C@@H](N3CCC(Cc4ccccc4)CC3)[C@@H]3OC[C@H]2O3)c1
22%	CC(C)CC(=O)NCCC1CCN(C(=O)Nc2cc(F)ccc2F)CC1
?	COc1ccc(C2Cn3nnc(C(=O)N4CCN(C(=O)Cc5cccc(F)c5)CC4)c3CO2)cc1 (stereo not given)
-8%	CCCN(CC(=O)Nc1ccc(S(=O)(=O)N2CCCCC2)cc1)Cc1nnc(-c2ccco2)o1
33%	COc1cc2c(cc1OC)C(c1ccc(N(C)C)cc1)NCC2 (stereo not given)
9%	CC(C)(C)c1ccc(CCC(=O)NC(C(N)=O)c2ccccc2)cc1 (stereo not given)
19%	O=C(c1ccc(F)c(F)c1)N(Cc1ccco1)C1CC1
?	CC(NCc1ccccc1Cl)C(=O)Nc1ccc(C(C)(C)C)cc1 (stereo not given)
?	COc1ccc(-c2cnc3[nH]cc(CC(=O)NC4CCC(O)CC4)c3c2)cc1 (stereo not given)
-16%	Cc1oc2c(c1C(=O)Nc1ccccc1Br)C1=NCCN1C=N2
-4%	COc1ccc(C(=O)N2CCOC(CCCC(C)C)C2)o1 (stereo not given)
?	Cc1noc2c(-c3cnn(C)c3)cc(-c3cccs3)nc12
28µM*	Cc1ccccc1C(=O)N1CCc2nc3cc[nH]n3c(=O)c2C1
-23%	O=C(NC1CCCN(c2cc(-c3ccccc3)[nH]n2)C1)C1CCCC1 (stereo not given)
11%	CCOc1ccc(NC(=O)c2c(C)nn(-c3cccc(C)c3)c2-n2cccc2)cc1
2%	CCOC(=O)Cn1c(=O)c2c3c(sc2n(CCN(C)C)c1=O)CCC(C)C3 (stereo not given)
-28%	COc1ccc(CNC(=O)CSc2nc3ccccc3nc2Cc2ccccc2OC)cc1
-15%	COCCOCc1nc(C2CCCCN2C(=O)Nc2ccc(F)cc2F)no1 (stereo not given)
8%	NC(=O)c1cccc(CSc2ncc(C(F)(F)F)cc2Cl)c1
6%	CC1(c2ccc(Cl)cc2)CC(C)(C)N(C(=O)c2ccccc2)c2ccccc21 (stereo not given)
-8%	CCOC(=O)c1cccc(NC(=O)CCS(=O)(=O)c2ccc3c(c2)CC(=O)N3C)c1
-7%	COc1ccc(-n2ccnc(NCCc3ccccc3)c2=O)cc1OC
-4%	CCOC(=O)COc1ccc(-c2nnn(CC(=O)Nc3ccccc3)n2)cc1
-20%	Cc1oc2ncn(CC(C)C)c(=O)c2c1C(=O)NCCCN1CCC(C)CC1
33%	c1ccc(Cc2cc[n+](Cc3ccccn3)cc2)cc1
?	O=C(NCCc1ccccc1)c1c2c(nc3ccccc13)C(=O)N(C1CCCCC1)C2
31%[activator]	O=C(CN1CCOC1=O)N[C@@H]1[C@@H](Cc2ccccc2)[C@H]2OCC[C@@H]12
35%[activator]	CN(C)C(=O)N1CCC2(CCC(=O)N(CC3CCCO3)C2)CC1 (stereo not given)
16%	CC(=O)NC(CC(=O)Nc1nccs1)c1ccccc1 (stereo not given)
-23%	Cc1cc(C)cc(NC(=O)CSc2oc(-c3ccco3)nc2S(=O)(=O)c2ccccc2)c1
?	Cn1nc(C(=O)N2CCCN(C(=O)C3CC3)C(c3ccccc3)CC(=O)NCC2)c2ccccc21 (stereo not given)
8%	CCOc1cc(COC(=O)c2ccc(S(=O)(=O)N3CCCC3)cc2)ccc1OC(F)F
59%[activator]	O=C(NCCCn1nccc1C1CC1)[C@H]1CNC[C@@H](C(=O)N2CCCC2)C1
?	Nc1nccnc1C(=O)NCCCc1nc2ccccc2[nH]1
-3%	CCCNC(=O)c1cccc(CNCc2cccnc2)c1
-12%	Cc1ccc(NC(=O)N2CCc3c(C(=O)NCc4ccncc4)cccc32)cc1
?	CCOc1ccc(/C=C/c2nc(C#N)c(N3CCN(c4ccc(OC)cc4)CC3)o2)cc1
0%	CN(C)[C@@H]1CN(C(=O)c2cccc(C#N)c2)C[C@H]1CO
6%	N#Cc1ccccc1NC(=O)CCc1ccsc1
11%	CC(=O)Nc1ccc(S(=O)(=O)NCC2CCC(C(=O)NCCc3cccc(C)c3)CC2)cc1 (stereo not given)
-4%	CCNC(=S)/C(=C(/[O-])c1ccc([N+](=O)[O-])cc1)[n+]1ccccc1
32µM*	COc1cc(-c2nc(-c3c(C)noc3C)cc3[nH]c(C)cc23)ccn1

# (more compounds)
KDM5B inhibitor	canonical_smiles
-25%	COC[C@H]1NC(=O)CC[C@H]1C(=O)NCCC1=CCCCC1
9%	COc1cccc(-c2noc(CC3CCN(C(=O)CCc4ccccc4)CC3)n2)c1
?	Cc1c(NC(=O)CCc2cc3n(n2)CCNC3)c(C)n(C)c(=O)c1C(N)=O
5%	CCn1nc(C)c(CCN(C)C(=O)Nc2cc(Cl)c(OC)cc2OC)c1C
-24%	Cc1cc(O)c2c(CN3CCN(CCO)CC3)cc(=O)oc2c1
?	O=C(COCc1cc(-c2cccs2)on1)Nc1cccc(O)c1
-17%	CC(c1cc2ccccc2o1)N(C)Cc1nc(-c2ccc(C(F)(F)F)cc2)no1 (stereo not given)
1%	CSCCC(NC(=O)[C@@H](NC(=O)c1ccc(F)cc1)C(C)C)c1nnc2ccccn12 (stereo not given in full)
14%	CC(C)(C)OC(=O)COc1ccc2c(-c3cc4ccccc4oc3=O)cc(=O)oc2c1
-16%	CC(=O)Nc1ccc(CN2CCN(Cc3ccc(C)cc3)C(CCO)C2)cc1 (stereo not given)
-30%	O=C(C[C@H]1NC(=O)c2ccccc2NC1=O)Nc1ccccc1Cl
?	CCOc1ccc(N(CC)C(=O)c2cc3c(s2)-c2ccccc2OC3)cc1
17%	Cc1ccc(OCc2nc(C#N)c(NCCN3CCOCC3)o2)cc1
-14%	O=C(CN1C(=O)COc2ccc(S(=O)(=O)N3CCCCCC3)cc21)NCc1ccc(F)cc1
-7%	O=C(CCn1cccn1)NC1CCCc2nc(-c3ccccc3)ncc21 (stereo not given)
15%	CCc1ccc(OC(=O)c2ccccc2Br)cc1
-25%	CCCNS(=O)(=O)c1ccc(C(=O)NCc2cc3n(n2)CCNC3)cc1
?	Cc1cccc(C(=O)NCC(=O)OCc2cc(=O)n3nc(C4CC4)sc3n2)c1
19%	Cc1ccc(C)c(C(=O)c2ccccc2C(=O)N(C)Cc2cccs2)c1
?	CC#CCn1cc2c3c(cccc31)[C@H](CC(C)C)N[C@H](C(=O)NCc1ccccc1OC)C2
-12%[86.2 µM]	COc1cccc(CN2CC[C@H]3COC(=O)N3c3cc(C)ccc3C2)c1
?	O=C1NCCN2CC3(CCN(C(=O)NC4CCCCC4)CC3)CC12 (stereo not given)
?	CCn1nc(C)cc1C(=O)N1CCCC(C(=O)c2ccc3ccccc3c2)C1 (stereo not given)
-9%	COc1ccc(NC(=O)N2CCc3c(C(=O)NCc4ccncc4)cccc32)cc1
-18%	CCN(CC)CCNC(=O)c1ccc(-n2c(-c3ccccc3)cc3c2CCCC3)cc1
4%	CC(C)NC(=O)C1CCN(C(=O)N2CCOc3ccc(Cl)cc32)CC1
-9%	CC(C)OCCCNC(=O)c1ccc2c(c1)N(Cc1c(F)cccc1Cl)C(=O)c1ccccc1S2
7%	COc1ccc(N2C(=O)[C@H]3[C@@H](C2=O)C2c4ccccc4C=NN2[C@H]3C(=O)C(C)(C)C)cc1 (stereo not given in full)
-1%	COc1ccc(N(CCC#N)C(=O)/C(C#N)=C\c2cccs2)cc1
9%	COc1ccc(-c2nc(SCC(=O)Nc3ccc4c(c3)OCCO4)c(-c3ccc(C)cc3)[nH]2)cc1OC
1%[86.2 µM]	CN1Cc2ccc(C(=O)Nc3ccc(OC(F)(F)F)cc3)cc2OCC1=O
?	CCc1cc2c(CSc3nc(C)cc(C)c3C#N)cc(=O)oc2cc1O
21%	CC(C)(C)CC(=O)NCC1CN(Cc2ccccc2)CCO1 (stereo not given)
?	CCOc1cc2c(cn1)NCCN(Cc1ccccc1OC)C2
?	O=C(NCCc1nccc(-c2ccccc2)n1)c1ccc2cccc(F)c2n1
?	O=C1C=C(NCCN2CCOCC2)CC(c2ccco2)C1 (stereo not given)
13%	COc1cc(CNc2ncn[nH]2)ccc1OCc1cccc(C)c1
6%	CCN(c1ccccc1)c1nnc(NC(=O)Nc2cccc(Br)c2)s1
9%	COc1ccc(S(=O)(=O)N2CCN(C(=O)NC3CC3)CC2)cc1
-20%	CCOc1ncccc1C(=O)N(Cc1nnc(-c2ccccc2)o1)C(C)C
-2%	COc1cc(NC(=O)COC(=O)CO/N=C(\C)c2ccc3c(c2)OCO3)cc(OC)c1
-7%	COc1ccc(C(=O)N2CCC(c3n[nH]c(=O)n3-c3ccccc3)CC2)cc1F
-6%	Cn1c(=O)c2c([nH]c(=O)n2Cc2ccc(Cl)cc2Cl)n(C)c1=O
-28%	COc1ccc(CNC(=O)c2nc(SCc3ccc(C)cc3)ncc2Cl)cc1
11%	CCN1CCN(CCNC(=O)C2CCN(S(=O)(=O)c3ccc4c(ccn4CC)c3)CC2)CC1
4%	Cc1noc(/C=C/c2cccs2)c1S(=O)(=O)N1CCC(C(=O)NCc2ccc(Cl)cc2)CC1
?	NS(=O)(=O)c1ccc(N=Nc2ccc(=O)[nH]c2O)cc1
32µM*	COc1ccc(C(=O)N2CC[C@@H]3CN(c4cnccn4)[C@@H]3C2)c(OC)n1
-6%	Cc1ccncc1C(=O)N1CC[C@@H]2CN(S(C)(=O)=O)[C@@H]2C1
23%	CCN(Cc1ccccc1)C(=O)Cn1cnc2c(cnn2C)c1=O
0%	Cn1nc(CN2CCSCC2)c2c(Cl)cccc21
6%	CC(CCN1CCC(C(O)(c2ccccc2)c2ccccc2)CC1)Oc1ccc(Cl)cc1 (stereo not given)
-10%	Cc1ccc(NC(=O)c2cc(CN3CCOCC3)on2)cc1Cl
?	CCC(O)CNC(=O)c1cnn2cc(CN(CC)CC)cnc12 (stereo not given)
2%	COc1ccc(NC(=O)c2cc(C)nc3c2c(C)nn3-c2ccc(C)cc2)cc1OC
?	CCc1nn2c(=O)cc(COC(=O)c3ccccc3NC(=O)COc3ccccc3C)nc2s1
1%	CCN(C(=O)C(C)OC(=O)c1cc(=O)c2ccccc2o1)c1ccccc1 (stereo not given)
14%	CN(C)C(=O)c1ccc(NC(=O)Cc2cccs2)cc1
-3%	Cc1nc(CCNC(=O)[C@H]2CCC[C@H](O)C2)nc2c1CCC2

# Filtered by structure: those above with an aryl thioether with sulfur outside any ring
KDM5B inhibitor	canonical_smiles
-28%	COc1ccc(CNC(=O)CSc2nc3ccccc3nc2Cc2ccccc2OC)cc1
8%	NC(=O)c1cccc(CSc2ncc(C(F)(F)F)cc2Cl)c1
-23%	Cc1cc(C)cc(NC(=O)CSc2oc(-c3ccco3)nc2S(=O)(=O)c2ccccc2)c1
9%	COc1ccc(-c2nc(SCC(=O)Nc3ccc4c(c3)OCCO4)c(-c3ccc(C)cc3)[nH]2)cc1OC
?	CCc1cc2c(CSc3nc(C)cc(C)c3C#N)cc(=O)oc2cc1O
-28%	COc1ccc(CNC(=O)c2nc(SCc3ccc(C)cc3)ncc2Cl)cc1

# By substructure: the entries above with two or more sulfur atoms
KDM5B inhibitor	canonical_smiles
-6%	CCN(CC)S(=O)(=O)c1ccc(NS(=O)(=O)c2ccccc2C#N)cc1
-23%	Cc1cc(C)cc(NC(=O)CSc2oc(-c3ccco3)nc2S(=O)(=O)c2ccccc2)c1
4%	Cc1noc(/C=C/c2cccs2)c1S(=O)(=O)N1CCC(C(=O)NCc2ccc(Cl)cc2)CC1

# Structures listed above shown as hits in KDM5B inhibitor:
KDM5B inhibitor	canonical_smiles
28µM*	Cc1ccccc1C(=O)N1CCc2nc3cc[nH]n3c(=O)c2C1
32µM*	COc1cc(-c2nc(-c3c(C)noc3C)cc3[nH]c(C)cc23)ccn1
32µM*	COc1ccc(C(=O)N2CC[C@@H]3CN(c4cnccn4)[C@@H]3C2)c(OC)n1

# Some of the compounds tested. The share of hits here may be higher or lower than overall.
